S1P4 antagonist: blocks the human S1P4 receptor; O95977; S1P4-expressing cells, antagonist mode, reporter read-out; inhibition, % at 4.98 µM; 220,000 compounds, 0.26% hits; AID 1510; in the data active = inhibition above about 29%;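 note: 0% = wells stimulated with agonist and 100% = vehicle wells without agonist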
Target sequence (O95977 whole entry, looked up): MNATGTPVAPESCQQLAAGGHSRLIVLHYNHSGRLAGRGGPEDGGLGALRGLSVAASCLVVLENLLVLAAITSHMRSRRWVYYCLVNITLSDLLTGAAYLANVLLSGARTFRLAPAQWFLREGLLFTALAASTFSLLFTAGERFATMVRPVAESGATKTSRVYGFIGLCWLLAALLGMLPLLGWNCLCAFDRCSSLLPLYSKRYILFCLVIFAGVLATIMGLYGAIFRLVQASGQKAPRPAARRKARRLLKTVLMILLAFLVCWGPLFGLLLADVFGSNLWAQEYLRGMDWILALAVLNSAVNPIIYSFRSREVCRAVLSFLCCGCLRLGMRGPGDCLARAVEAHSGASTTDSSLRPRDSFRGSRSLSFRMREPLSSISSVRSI
p47phox inh: inhibitors of human p47phox binding; P14598; p47phox/p22phox peptide binding, fluorescence polarization, 2 h; inhibition, % at 24.7 µM; 220,000 compounds, 0.53% hits;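 active = inhibition above about 30%, limit read from the data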;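 note: 0% = p47phox with labelled peptide and 100% = labelled peptide alone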
BaF3 tox: parental Ba/F3 viability inhibition as JAK2V617F counter-screen. inhibition, % at 5.6 µM. CellTiter-Glo ATP luminescence. AID 1486. 220,000 compounds, 1.1% hits;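 active = inhibition above a per-campaign cutoff, the mean inhibition of all tested compounds plus 3 SD, cut at about 27% in these data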;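 note: 0% = DMSO wells and 100% = JAK Inhibitor I control wells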
Ba/F3 V617F tox: reduce viability of Ba/F3 cells dependent on JAK2V617F; Ba/F3 EpoR-JAK2V617F viability, ATP luminescence; inhibition, % at 5.6 µM; 220,000 compounds, 1.1% hits; AID 1446;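 active = inhibition above the campaign mean plus 3 SD over all tested compounds, cut at about 24% in these data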;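 note: cytokine-independent growth of Ba/F3 cells driven by EpoR plus mutant JAK2; 0% = DMSO-treated cells and 100% = JAK inhibitor I control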
CHOP inhibitor: inhibitors of CHOP induction in ER stress response | CHO-K1 CHOP-promoter luciferase, tunicamycin-induced, 15-18 h | inhibition, % at 10 µM | 220,000 compounds, 3.8% hits | AID 2732;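 active = compounds that reduced the stress-induced luciferase reporter signal by more than about 70% of percent inhibition, limit read from the data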;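 note: 0% = tunicamycin plus vehicle and 100% = wells without tunicamycin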
NPY-Y2 PAM-ag: potentiators or agonists of human neuropeptide Y receptor Y2 | P49146 | cells expressing NPY-Y2, potentiator/agonist read-out | activation, % at 3.6 µM | 220,000 compounds, 0.45% hits; in the data active = activation above about 27%;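 note: cells stimulated with NPY near EC25 plus isoproterenol at EC100; 0% = vehicle plus submaximal agonist and 100% = vehicle plus saturating agonist; some results beyond the cut were filed as inactive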
Target sequence (P49146 whole entry, looked up): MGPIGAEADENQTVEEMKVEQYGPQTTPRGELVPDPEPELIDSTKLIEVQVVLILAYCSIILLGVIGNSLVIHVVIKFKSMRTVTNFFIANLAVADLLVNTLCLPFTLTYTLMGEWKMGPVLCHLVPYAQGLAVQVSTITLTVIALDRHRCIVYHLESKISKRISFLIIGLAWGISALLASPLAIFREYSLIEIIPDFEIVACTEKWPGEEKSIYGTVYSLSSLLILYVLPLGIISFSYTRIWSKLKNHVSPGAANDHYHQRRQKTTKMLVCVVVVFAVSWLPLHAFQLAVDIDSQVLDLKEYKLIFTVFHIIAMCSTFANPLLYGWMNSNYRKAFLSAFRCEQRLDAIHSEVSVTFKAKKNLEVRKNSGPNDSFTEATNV
NPY Y1 blocker: NPY-Y1 (human) receptor antagonism; inhibition, % at 3.6 µM; AID 1040; 200,000 compounds, 1% hits; HEK293-CNG Y1 cells, membrane potential fluorescence; NPY at EC95, then isoproterenol;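 active = inhibition above the campaign mean inhibition of all tested compounds plus 3 SD, cut at about 20% in these data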;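 note: 0% = DMSO wells given NPY plus isoproterenol and 100% = isoproterenol alone without NPY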
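Test system: HEK293 cells co-expressing NPY Y1 receptor and cyclic-nucleotide gated channel; Also added: NPY (25 nM), isoproterenol (1 µM), Ro 20-1724 (25 µM); Compound dosing: one concentration, 3.6 µM, in 0.4% DMSO; Timing: dye 3 h, compound 60 min room temperature, stimulation 45 min; Technique: Membrane-potential fluorescent dye readout.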
S1P4 ag: activates the human S1P4 receptor. O95977. S1P4-expressing cell line, agonist reporter assay. activation, % at 4.98 µM. 220,000 compounds, 0.35% hits. AID 1509; in the data active = activation above about 11%;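 note: 0% = DMSO vehicle and 100% = reference agonist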
NPY1 pot ag: potentiates or activates human NPY-Y1 receptor; 220,000 compounds, 0.37% hits; AID 1304; NPY-Y1 expressing cells, potentiator/agonist activation; activation, % at 3.6 µM; in the data active = activation above about 33%, passing the limit was not always enough;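 note: cells stimulated with NPY at EC10 then isoproterenol at EC100; 0% = low agonist plus stimulus and 100% = saturating agonist plus stimulus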
* marks the source's active call; other numbers are inactive results; . = no result given. Hits appear at their usual frequency; any-hit rate near 7.1%.

SMILES	S1P4 antagonist	p47phox inh	BaF3 tox	Ba/F3 V617F tox	CHOP inhibitor	NPY-Y2 PAM-ag	NPY Y1 blocker	S1P4 ag	NPY1 pot ag
CCC(C)Sc1nc2c(c(=O)[nH]c(=O)n2C)n1CCc1ccccc1 (centres undefined)	-28	-5	2	-1	25	-11	7	2.9	-32
CCC(C(=O)OCC(=O)Nc1ccc(C(=O)Nc2ccc(OC)cc2)cc1)c1ccccc1 (centres undefined)	-9	-10	6	-1	89*	5	-2	1.7	25
Cc1nc(NC(=O)/C=C/c2ccc(F)cc2)sc1C(=O)N(C)C	-4	-5	2	1	21	-12	6	-0.7	0
Cc1ccc(N/N=C(/Sc2nnnn2-c2ccccc2)C(=O)c2ccccc2)cc1	-3	13	3	-1	1	10	-4	0.1	4
O=C(CSc1nc(NS(=O)(=O)c2ccccc2)cc(=O)[nH]1)Nc1ccc(F)cc1	-5	3	5	0	17	0	7	2.7	6
CCOC(=O)C/C(N)=N/NC(=O)c1ccc(Cl)cc1Cl	-10	-8	7	-2	22	-9	-3	2.1	-1
CCOC(=O)c1c(C)oc2cc(Br)c(OC(=O)N3CCOCC3)cc12	0	-1	6	4	38	-12	3	2.5	-13
CC(=O)N1CCN(c2nc(-c3cccs3)nc3ccccc23)CC1	7	-4	8	5	5	0	0	0.1	-7
C[C@H](Nc1ccc(C(F)(F)F)cc1[N+](=O)[O-])C(=O)O	4	-4	2	-3	-22	-19	.	-0.7	-11
Cc1ccc(P(C)(=O)c2ccc(C)cc2)cc1	-6	-4	4	7	-4	-11	13	0.5	-12
CCOC(=O)/C(=N\Nc1ccc(OC)cc1)c1csc(Nc2ccccc2)n1	-13	-9	9	4	-28	12	3	-0.3	14
CCO/C=C1\C(=O)N(CC)c2ccccc21	-9	7	0	-3	-3	-14	-5	0.1	-9
O=C1N/C(=C/c2cccs2)C(=O)N1Cc1ccc(F)cc1	11	-8	7	1	10	2	1	0.3	15
CCCCC(=O)Nc1cccc(C(C)O)c1 (centres undefined)	0	-7	9	2	6	14	-2	1.7	12
CN1OCC(S(=O)(=O)c2ccccc2)C1c1ccccc1 (centres undefined)	3	-1	5	1	15	17	8	-0.1	-6
CC(C)(C)NC(=O)Cn1nnc(-c2cccs2)n1	6	-17	2	0	-33	2	-2	0.7	-31
O=C(Nc1ccccc1)N1CCCN(c2c(Cl)cncc2Cl)CC1	0	-12	1	3	32	6	.	0.3	0
CC1=CC2=NC(=O)/C(=C\c3cccn3CCOc3cccc(C)c3)C(=N)N2O1	-18	-56	10	3	29	-8	-1	0.8	-16
Cc1cc(=O)[nH]c(N/N=C/c2ccc(OC(=O)c3cccnc3)cc2)n1	-25	1	1	-3	-20	4	2	0.0	5
COc1ccc(N2CCN(c3c(S(=O)(=O)c4ccccc4)cnc4ccc(OC)cc34)CC2)cc1	5	4	1	5	9	0	2	-1.2	-5
Cc1ccc(NC(=S)N2CCC(c3ccc(C)cc3)C2)cc1 (centres undefined)	-7	.	7	-4	21	3	5	-0.3	-2
FC(F)(F)c1cc(C(F)(F)F)c2ccc(N/N=C/c3cccc(Cl)c3)nc2n1	-22	-3	5	-4	8	-1	10	-0.5	-5
CCOc1cc2[nH]c(=S)n(CCN3CCCCC3CC)c(=O)c2cc1OCC (centres undefined)	-31	-11	8	5	33	-6	18	0.6	-29
CCOC(=O)/C(=N/Nc1ccc(OC)cc1)Sc1nnc(CCc2ccccc2)n1-c1ccccc1	-8	-10	0	-5	10	9	0	1.6	-4
Cc1csc2nc(CSc3nncn3-c3ccccc3)c(Br)n12	-10	-7	3	2	39	-8	5	-0.7	7
CCn1c(CNC(=O)COc2c(C)cccc2C)nnc1SCC(=O)Nc1nccs1	-15	-7	0	-3	28	-7	-3	0.2	-3
Cc1ccc(-c2nnc(Nc3ccc(C(=O)N(C)C)cc3)c3ccccc23)cc1S(=O)(=O)NC(C)(C)CO	10	-1	2	-2	16	-26	.	-0.1	-1
Cc1ccccc1SCCNC(=O)CCc1ccccc1	-18	-3	2	5	-8	-8	9	0.6	-5
O=C(NN1C(=O)/C(=C\c2cccnc2)SC1=S)c1ccco1	0	-2	-2	-3	10	6	3	2.2	5
CC(C)(C)NC(=O)Nc1ccc(Br)cc1	-2	-2	12	-1	-7	-21	3	-0.4	6
COc1cc(C(=O)NCC(C)C)c([N+](=O)[O-])cc1OC	-14	-3	4	1	-10	8	7	-1.6	-2
CCP(=O)(c1cccc([N+](=O)[O-])c1)c1cccc([N+](=O)[O-])c1	-18	2	-2	-4	19	-6	.	1.8	20
CCOC(=O)C(CCCCCOc1ccc([N+](=O)[O-])cc1)C(=O)OCC	3	-4	-1	-2	36	-18	2	0.3	-9
Cc1oc(-c2ccccc2F)nc1CN1CCC(C(=O)NCc2ccco2)CC1	2	1	0	1	-5	-10	7	-0.1	-9
O=C(CCN1CCCCC1)c1ccccc1	-16	15	4	0	-11	-4	5	1.1	-13
Cc1cccn2c(=O)c3cc(C(=O)N4c5ccccc5CC4C)n(C)c3nc12 (centres undefined)	-8	18	4	1	1	-11	8	2.0	3
O=C(OCc1nc2ccccc2s1)[C@@H]1CCCN1S(=O)(=O)c1ccccc1F	-72	-6	8	2	31	6	-1	-1.0	10
Cc1cccc(SCc2noc(C(=O)NC(C)C)c2C(=O)O)c1	8	-1	2	1	-2	-25	9	-0.2	-25
CN(/N=C/c1c[nH]c2ccccc12)c1cnn(-c2ccc(F)c(Cl)c2)c(=O)c1Cl	13	-27	7	2	67	-18	10	1.6	-10
N#Cc1ccccc1NC(=O)Nc1cccs1	-3	-8	4	1	28	-13	2	-3.5	-4

Profiles, quoted from the list. Values in the order: S1P4 antagonist | p47phox inh | BaF3 tox | Ba/F3 V617F tox | CHOP inhibitor | NPY-Y2 PAM-ag | NPY Y1 blocker | S1P4 ag | NPY1 pot ag
Record of `CN1OCC(S(=O)(=O)c2ccccc2)C1c1ccccc1` (centres undefined) = 3 | -1 | 5 | 1 | 15 | 17 | 8 | -0.1 | -6
Record of `CC1=CC2=NC(=O)/C(=C\c3cccn3CCOc3cccc(C)c3)C(=N)N2O1` = -18 | -56 | 10 | 3 | 29 | -8 | -1 | 0.8 | -16

Going on with the list.
SMILES	S1P4 antagonist	p47phox inh	BaF3 tox	Ba/F3 V617F tox	CHOP inhibitor	NPY-Y2 PAM-ag	NPY Y1 blocker	S1P4 ag	NPY1 pot ag
CSC(=NC#N)N1CCN(c2ccccn2)CC1	-7	-2	2	0	2	14	-4	-0.5	8
Cc1cc2nc(-c3ccc(SCc4ccccc4C#N)nc3)[nH]c2cc1C	-6	-90	5	-3	-19	-17	9	-1.5	7
CN(C)/C(=N\OC(=O)c1ccccc1)c1nonc1N	-8	-23	2	-1	3	-4	0	0.7	-23
Cc1ccc(-c2nnc3sc(CCc4ccccc4)nn23)cc1	-3	-12	5	1	-4	-9	19	0.1	-19
CC(C)c1nnc(NC(=O)CCCCCN2C(=O)C3C4C=CC(C4)C3C2=O)s1 (centres undefined)	-25	0	5	0	2	5	-3	0.5	-7
O=C(NC1CC1)C1=C[C@@H](c2coc3ccccc3c2=O)C[C@@H](OCc2ccc(CO)cc2)O1	-19	-20	-2	-4	15	-9	0	1.4	-3
Cn1ccc(-c2ccccc2)c(C#N)c1=O	-1	4	7	0	13	3	14	3.5	-7
NC(=O)COc1ccc(C2c3c(oc4ccccc4c3=O)C(=O)N2CC2CCCO2)cc1 (centres undefined)	2	-9	-1	-1	-4	-4	-6	-0.7	2
COC(=O)c1c(NC(=O)CSc2nnc3ccccn23)sc2c1CCC2	-11	0	2	-1	37	8	1	-1.4	-27
C/C(CC(=O)Nc1ccccc1F)=N\NC(=O)Cc1ccc(Cl)cc1	-4	-2	-2	-2	36	-5	-2	1.3	14
CN(C[C@H](c1ccccc1)N(C[C@H](Cc1ccccc1)N(CCc1ccccc1)N=O)N=O)N=O	18	-17	1	0	-5	-12	6	1.9	-7
O=[N+]([O-])c1cc(S(=O)(=O)N2CCCC2)ccc1NN=C1CCCC1	-3	-9	7	3	12	-2	4	0.4	-18
CCn1cc(C(=O)NCc2ccccc2OC)c(=O)c2cc(S(=O)(=O)N(C)C)ccc21	5	-2	7	5	8	3	0	-0.6	-6
CC(C)=CC(=O)Nc1nnc(-c2ccccc2C)s1	4	-4	5	3	33	-1	3	-1.3	-9
c1ccc2c3nnc4n(c-3nc2c1)CCCS4	0	-3	2	3	9	-3	8	-1.2	-15
O=C(NCc1ccc(F)cc1)C(=O)NCC1OCCN1S(=O)(=O)c1cccs1 (centres undefined)	-5	-14	4	0	58	-4	3	0.2	-17
CCCCCOC(=O)Cc1c(O)c2ccccc2n(C)c1=O	6	-7	5	-1	9	3	3	-1.1	3
COc1ccc(Cl)cc1CSc1ncn[nH]1	-3	4	-4	-1	-7	-2	.	-0.3	-16
CNC(=O)C1(C)C=CCN1C(=O)c1ccccc1 (centres undefined)	0	-7	4	-2	0	3	12	-0.3	0
COc1ccc(-c2noc(-c3ccoc3C)n2)cc1	-14	-10	2	2	-13	-19	-1	1.8	-9
CC(=O)c1ccc(OCC(O)CN2CCC(C)CC2)cc1 (centres undefined)	-16	-19	6	3	4	2	7	0.0	13
Cc1ccc(NC(=O)NNC(=O)C2CC(c3cccnc3)=NO2)cc1 (centres undefined)	0	-3	4	1	3	6	2	-1.5	0
COc1ccccc1NC(=O)CN1CCSc2ccccc21	-12	-9	6	3	23	6	-2	-0.3	6
CCOC(=O)c1c(NC(=O)CSc2nnnn2CC)sc(C)c1C	2	-19	2	3	48	-6	0	1.7	-7
CN(Cc1cccs1)C(=O)CCCc1c[nH]c2ccccc12	-26	7	5	2	7	-10	-3	1.5	-22
CCOc1ccc(N(CC(=O)Nc2nccs2)S(=O)(=O)c2c(C)noc2C)cc1	-68	-3	0	-3	6	9	9	-0.7	24
CC(=O)C1CCN(Cc2ccccc2)CC1	7	-13	6	2	-5	-3	-5	0.9	-2
CC1Cc2ccccc2N1C(=O)c1cnsn1 (centres undefined)	-5	-14	7	5	-4	-7	-6	0.6	6
Cc1ccc(N2C(=O)S/C(=C/c3cn(C)c4ccccc34)C2=O)cc1	10	-4	4	-1	6	-7	1	-0.8	10
COc1ccc(C(=O)NC(C)c2nnc(SCC(=O)Nc3nc(C)cs3)n2C)cc1 (centres undefined)	-2	-15	5	1	-17	4	0	-0.2	-11
Cn1c(=O)n(CCOc2ccc([N+](=O)[O-])cc2)c2ccccc21	1	-4	-1	3	-12	-23	.	-0.2	5
O=C1NC(=O)c2cc(NC(=O)C3CCCCC3)ccc21	-23	-19	4	1	0	5	4	-2.2	-6
COc1cc(C2NCCc3c2[nH]c2ccccc32)ccc1OC(C)C (centres undefined)	-3	-1	12	0	-1	4	6	0.5	-13
COc1cccc(Cn2cc(N)cn2)c1	-6	-3	2	0	7	16	1	1.5	22
O=C(O)CCc1ccc(-c2ccccc2)n1NC(=O)c1cccs1	-4	-1	3	-4	10	-7	6	0.4	-7
CCCS(=O)(=O)n1nc(-c2ccccc2)cc1N	-23	-6	3	-3	6	-12	-2	0.6	-4
CC12C(=O)N(c3ccccc3)C(=O)C1C(c1ccccc1)N1CCCN12 (centres undefined)	-19	-4	-4	-1	8	-7	.	-1.0	2

Bioassay records: PubChem, several laboratories
